# Abeta rescue: restores growth of yeast expressing A-beta42 peptide | Potency, µM (top dose mostly 46.1 µM), for inactives: at the highest dose growth rescue, hits mostly activators | yeast expressing A-beta42, growth rescue, OD600, 48 h; response scale: 0% DMSO, 100% iron-clioquinol control | AID 1347071 | 410,000 compounds, 0.063% hits; note: potency is the fitted concentration of half-maximal effect; nearly all actives have a fitted effect of over 55% in size
#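 Yeast A-beta toxicity model in growth medium with pinned compounds, 48 h at 30 C; growth read as absorbance at 600 nm. Normalized to FeCl3/clioquinol equimolar mix (positive) and DMSO (negative).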
# TGFb SMAD3 inh: inhibitors of TGF-b signaling; HepG2 CAGA-GFP TGF-b/SMAD3 reporter, GFP fluorescence, 18 h; TGF-beta stimulated, 500 pg/mL final; Potency, µM (doses to about 46.1 µM), for inactives: at the top dose activity, negative = inhibition, usual class: inhibitors; 410,000 compounds, 1.2% hits; AID 588855; note: potency is the fitted concentration of half-maximal effect; % is set by controls: 0 for no effect and ±100 for the full control effect; nearly all actives have a fitted effect of over 65% in size
#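 HEPG2 CAGA-GFP, 1000 cells/well; 2 h settle, 37 C; cpd via pin tool; TGF-b 500 pg/mL final; 18 h, 37 C; GFP imaging ex488/em500-530; %Activity normalised to -TGF-b and +DMSO controls; CRC fit, curve class.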
# pAkt inh: Akt phosphorylation inhibition | Neuro2A IGF-stimulated pAkt S473 HTRF, 20 min; stronger effect = lower value | activity change, % for hits at 50 µM | 360,000 compounds, 0.32% hits | AID 651550; in the data active = activity change below about -80%; inconclusive = mostly about -51% to -80%; note: % is set by controls: 0 for no effect and ±100 for the full control effect
#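 Single-point screen (50 µM final compound) in Neuro2A cells stimulated 20 min with 6 nM IGF at 37 deg C. After lysis, Ser473-phosphorylated Akt read by HTRF (ex 330 nm, em 615/665 nm) as the 665/615 ratio.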
# Nrf2 block: Nrf2 pathway inhibition. A549 ARE-Fluc reporter, luciferase luminescence, 18-24 h. Potency, µM (doses to about 46 µM), without a hit: at the highest dose activity change, negative = inhibition, most hits filed as inhibitors. 360,000 compounds, 2.1% hits; note: potency is the fitted concentration of half-maximal effect; % is set by controls: 0 for no effect and ±100 for the full control effect; nearly all actives have a fitted effect of over 60% in size
#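 Two sequential reads on A549 ARE_Fluc cells exposed to compound for 18-24 h: a CellTiter-Fluor fluorescence read for viability, then a luciferase luminescence read for Nrf2/ARE activity.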
# CCT chaperon mod: modulators of cytosolic chaperonin (CCT/TRiC) activity. 360,000 compounds, 0.3% hits. activity change, % (concentration not given with the values), hits read low. purified chaperonin ATPase assay, HTRF ADP detection, 30 min. AID 651819; in the data active = activity change below about -30%; note: % is set by controls: 0 for no effect and ±100 for the full control effect
#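 First, chaperonin was dispensed at 40 nM or 20 nM final depending on batch activity. Next, compounds were pinned at 76 uM and ATP added at 10 uM. After 30 min at 37 °C, ADP detection reagents ran 30 min at ambient temperature.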
# HepG2 viability: counter-screen for TGF-b inhibitors: cytotoxicity in HepG2 cells; AID 588856; HepG2 CAGA-GFP viability, ATP luminescence, 18 h; 410,000 compounds, 0.76% hits; Potency, µM (top dose mostly 46.1 µM), inactives show at the top dose activity change, negative = cytotoxicity, usual class: cytotoxic; note: potency is the fitted concentration of half-maximal effect; some results filed as inactive show a strong effect at the top dose
#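 HepG2 CAGA-GFP cells (1000/well, DMEM with 1% FBS) received compound, then TGF-beta at 500 pg/mL final, and were incubated 18 hours at 37 degrees C. Viability was read by CellTiter-Glo luminescence. Media-only wells were set as complete cell-killing and DMSO as no toxicity.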
# Mm-Cpn inhibitor: blocks the Methanococcus maripaludis chaperonin Mm-Cpn | purified Mm-Cpn ATPase, ADP Transcreener TR-FRET | Potency, µM (top dose mostly 76.9 µM), without a hit: at the highest dose activity, negative = inhibition, usual class: inhibitors | 330,000 compounds, 0.031% hits | AID 504842; note: potency is the fitted concentration of half-maximal effect; % is set by controls: 0 for no effect and ±100 for the full control effect; nearly all actives have a fitted effect of over 80% in size
#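 Eu-cryptate anti-ADP/ADP-d2 competition gives a ratio inversely related to ADP. Enzyme at 25 nM was pre-exposed to compound for 10 min, then given 10 uM ATP for 30 min, 37°C throughout.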
# Nrf2 ARE act: activates Nrf2 signaling; AREc32 ARE-luciferase reporter (MCF7-derived line), luminescence, 24 h; Potency, µM (highest dose often 46.1 µM), for the others: top-dose activation, hits mostly activators; 410,000 compounds, 0.31% hits; AID 624171; note: potency is the fitted concentration of half-maximal effect; % of control where 0% means no effect; nearly all actives have a fitted effect of over 65% in size
#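 Luciferase luminescence (Steady-Glo, 30 min at room temperature) served as the read-out of ARE activation in AREc32 cells treated with compounds for 24 hr at 37 deg C.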
# A549 viability: kills or reduces viability of A549 cells in Nrf2 counter-screen | Potency, µM (doses to about 46 µM), for inactives: top-dose activity change, negative = cytotoxicity, most hits filed as inhibitors | 390,000 compounds, 0.16% hits | A549 ARE-Fluc cells, CellTiter-Fluor viability, 18-24 h; note: potency is the fitted concentration of half-maximal effect; % is set by controls: 0 for no effect and ±100 for the full control effect
#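 Cytotoxicity counterscreen: CellTiter-Fluor fluorescence was measured in A549 ARE_Fluc cells after 18-24 h of compound exposure in a concentration series. The subsequent BugLite luminescent read reports ARE-luciferase activity.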
# The depositor's hits bear a star; i = inactive; ? = inconclusive; . = not tested or not shown; [ ] = dose if it differs, or a comment. Unless noted, calls come from the whole dose curve; as a rule, active = well fitted curve in the direction sought with a large enough effect; inconclusive = small, poorly fitted or top-dose-only effect, or another doubt; inactive = no such curve, though single readings can be large; an effect the other way counts as inactive or inconclusive.
SMILES,Abeta rescue,TGFb SMAD3 inh,pAkt inh,Nrf2 block,CCT chaperon mod,HepG2 viability,Mm-Cpn inhibitor,Nrf2 ARE act,A549 viability
CC1CCC2(CC1)NC(=O)N(CC(=O)Nc1cccc(S(=O)(=O)N3CCCC3)c1)C2=O (centres undefined),-4%,-8%,i,5.2µM*,-1.9,-6%,0%,-0.4%,-1%
CCS(=O)(=O)N1CCCC(C(=O)N2CCc3ccccc3C2)C1 (centres undefined),-8%,8%,i,5%,-2.1,10%,1%,2.4%,3%
COC(=O)C(O)(CC(=O)Nc1cccc(SC)c1)C(F)(F)F (centres undefined),14%,13%,i,4%,1.0,9%,-1%,-0.3%,3%
Cc1cc(C(=O)OCC(=O)N2CC(=O)Nc3ccccc32)c(C)n1-c1ccc(F)cc1,-3%,?,i,9.2µM*,-4.7,-1%,2%,5.8%,?
NCCCC[C@@H](C(=O)NCCCCCCCCCCC(=O)N1CCNCC1)n1cc(CCO)nn1,0%,-1%,i,-2%,-2.3,-2%,3%,0.1%,10%
CC1(C(=O)NS(=O)(=O)c2cccc(Cl)c2)CCN1C(=O)C1CCCCC1 (centres undefined),4%,16%,i,.,-0.5,3%,.,-1.0%,.
Cc1ccccc1OCC(=O)Nc1sc(C(=O)Nc2cccc(C)c2C)c(C)c1C#N,8%,-8%,?,0%,-2.3,2%,-2%,-0.4%,-4%[1.84 µM]
COc1ccc(-n2ncc3c(NC4CCCC4)ncnc32)cc1,-8%,32%[activator],.,.,.,-19%,.,-2.0%,-1%
Cc1ccc2cc3cc(C(=O)NCCCN4CCCC4)oc3nc2c1,0%,-25%,i,0%,0.0,-17%,-3%,1.8%,-8%
CSc1ccc(S(=O)(=O)N2CCC(C(=O)NCCN3CCOCC3)CC2)cc1,-5%,-1%,i,3%,-0.5,-2%,0%,-0.3%,2%
CO/N=C(/CS(=O)(=O)c1ccc(C)cc1)c1ccc(OC)cc1,-24%,-25%,i,-8%,-25,-11%,0%,0.2%,-1%
CCOC(=O)N1CCN(Cc2nc3ccc([N+](=O)[O-])cc3c(=O)n2-c2cccc(OC)c2)CC1,7%,-23%,i,0%,-0.8,-18%,-1%,0.0%,0%
Cc1cccc(C)c1NC(=S)N/N=C/c1ccc(C(=O)O)cc1,12%,-15%,i,2%,-3.4,-9%,-2%,-0.1%,-2%
Nc1nnc(CC(=O)N/N=C/c2ccc([N+](=O)[O-])cc2)s1,-3%,14%,i,0%,-1.6,-1%,-3%,0.1%,4%
CCNc1nnc(SCC(=O)N2c3ccccc3NC(=O)CC2C)s1 (centres undefined),-13%,-6%,i,4%,-3.1,-5%,2%,0.4%,2%
Cc1nn(-c2ccccc2)c(Cl)c1C(=O)N1CCN(C)CC1,4%,5%,i,-16%,-0.3,6%,1%,-0.4%,0%
COC(=O)c1c(SCC(=O)NC2CCCCC2)[nH]c2ccccc2c1=O,7%,5%,i,-1%,-3.6,-5%,-5%,-0.2%,-2%
CCn1c(C)cc(/C=C2/NC(=O)N(Cc3ccccc3F)C2=O)c1C,-24%,1%,i,6%,-0.4,-18%,0%,-0.2%,-13%
Cc1noc(C)c1CSCC(=O)Nc1nc2c(F)cc(F)cc2s1,-4%,-17%,i,-8%,-2.1,-32%,-2%,4.4%,3%
NC1(C(=O)O)CSSC1,-6%,?,i,?,1.0,-15%,.,29%,?

# Given with two lines to a compound: 5 of the compounds above.
# Results follow in this order: Abeta rescue | TGFb SMAD3 inh | pAkt inh | Nrf2 block | CCT chaperon mod | HepG2 viability | Mm-Cpn inhibitor | Nrf2 ARE act | A549 viability
CCOC(=O)N1CCN(Cc2nc3ccc([N+](=O)[O-])cc3c(=O)n2-c2cccc(OC)c2)CC1
 : 7% | -23% | i | 0% | -0.8 | -18% | -1% | 0.0% | 0%
Cc1cccc(C)c1NC(=S)N/N=C/c1ccc(C(=O)O)cc1
 : 12% | -15% | i | 2% | -3.4 | -9% | -2% | -0.1% | -2%
Nc1nnc(CC(=O)N/N=C/c2ccc([N+](=O)[O-])cc2)s1
 : -3% | 14% | i | 0% | -1.6 | -1% | -3% | 0.1% | 4%
CCNc1nnc(SCC(=O)N2c3ccccc3NC(=O)CC2C)s1 (centres undefined)
 : -13% | -6% | i | 4% | -3.1 | -5% | 2% | 0.4% | 2%
Cc1nn(-c2ccccc2)c(Cl)c1C(=O)N1CCN(C)CC1
 : 4% | 5% | i | -16% | -0.3 | 6% | 1% | -0.4% | 0%

# Continuation:
SMILES,Abeta rescue,TGFb SMAD3 inh,pAkt inh,Nrf2 block,CCT chaperon mod,HepG2 viability,Mm-Cpn inhibitor,Nrf2 ARE act,A549 viability
Cc1ccc(S(=O)(=O)Nc2nonc2C)cc1,-3%,-3%,i,14%,-0.7,11%,-1%,-0.3%,8%
CC1CCCC(C)N1C(=S)SCC(=O)O (centres undefined),.,8%,i,14%,-1.9,-2%,1%,-0.2%,-6%
CC(c1ccc(F)cc1)n1cc(S(=O)(=O)N2CCCC2)ccc1=O (centres undefined),-1%,8%,i,-12%,-0.4,7%,1%,-1.3%,6%
O=C(/C=C/c1ccccc1)N1CCOCC1,1%,4%,i,4%,-1.1,-4%,-1%,0.2%,-5%
Cc1ccc(NC(=O)CSc2nnc(-c3cccnc3)o2)c(C)c1,27%,0%,i,18%,0.0,-1%,-4%,6.8%,3%
CCOC(=O)Cn1nc(C(F)F)c(Br)c1C,-8%,-2%,i,?,2.5,-10%,2%,-0.9%,1%
Cc1cc(OCC(=O)NNC(=S)NC(=O)c2cccs2)ccc1Cl,?,-9%,i,?,-1.5,-1%,-1%,1.2%,-17%
COc1cc(O)oc1C=Nc1ccc(Cl)cc1,13%,-7%,-119%*,-9%,-0.9,5%,-1%,0.0%,-6%
CCOc1ccc(Nc2nc(NCCN3CCOCC3)nc(OC)n2)cc1,1%,2%,i,1%,-0.3,-24%,1%,-0.3%,16%
O=C1N2CCSC2=NC1(NS(=O)(=O)c1ccccc1)C(F)(F)F (centres undefined),-2%,9%,.,11%,-4.4,-2%,0%,0.5%,-5%
COc1ccc(-c2cc(N3C(=O)Nc4ccccc4N3O)n[nH]2)cc1,6%,-9%,i,-10%,-0.7,3%,1%,0.6%,-7%
Cc1ccc(NC(=O)CSc2nc3ccccc3c3nc4ccccc4n23)cc1,6%,-6%,.,.,-1.8,2%,1%,-0.1%,-17%
CSc1ccc(/C=N/n2c(COc3ccccc3)n[nH]c2=S)cc1,-2%,-10%,i,-7%,-1.7,-47%,4%,0.7%,-10%
COc1ccc(/C=N/NC(=O)c2cccnc2)cc1CN1CCCc2ccccc21,6%,-1%,i,1%,-2.6,-18%,-2%,5.6%,2%
C[C@@H]1CN([C@H](C)CO)C(=O)CCCn2nncc2CO[C@H]1CN(C)Cc1cccc(O)c1,3%,-5%,i,.,-0.7,-2%,.,0.6%,.
O=C(Nc1nc2c(F)cccc2s1)c1ccc(S(=O)(=O)N2CCCc3ccccc32)cc1,-6%,3%,.,.,.,-9%,.,-1.1%,3%
O=C(c1cnn2c(C(F)F)cc(-c3ccccc3)nc12)N1CCOCC1,9%,0%,.,-4%,0.5,-18%,-3%,0.3%,-4%
O=c1nc(-c2ccccc2)c2ccccc2[nH]1,0%,24%,i,5%,-1.1,8%,-4%,0.1%,-5%
CCOC(=O)N1CCC(Nc2c(NCCCN3CCN(C4CCCCC4)CC3)c(=O)c2=O)CC1,-33%,-2%,i,-3%,2.0,11%,0%,-0.5%,-4%
COc1cc(/C=N/n2nnnc2N)ccc1OCc1c(C)no[n+]1[O-],10%,-2%,i,-11%,0.4,-37%,-3%,28%,-2%
CCN(CC)S(=O)(=O)c1cc(F)ccc1OC,-4%,1%,i,9%,-1.2,-38%,1%,0.3%,-6%
COc1cc(NC(=O)c2cccc(Cl)c2)c(OC)cc1NC(=O)CN1CCCCC1,1%,2%,i,?,-0.1,2%,1%,3.2%,?
O=S(=O)(NCCc1nnc2ccc(SCc3c(F)cccc3Cl)nn12)c1ccccc1,-4%,-23%,.,?,.,-28%,.,0.7%,?
COc1cccc(CN2CCN(CCCc3ccccc3)C(CCO)C2)c1O (centres undefined),-2%,5%,i,13%,1.1,-5%,1%,0.5%,4%
CS(=O)(=O)Nc1ccccc1C(=O)OCC(=O)NCc1cccs1,-2%,-4%,i,-3%,1.4,2%,2%,-0.5%,1%
CC1CN(S(=O)(=O)c2ccc(Cl)c(S(=O)(=O)N3CC(C)OC(C)C3)c2)CC(C)O1 (centres undefined),2%,-16%,i,-1%,-2.3,6%,-1%,0.4%,10%
Cn1ccnc1SCc1cn2ccccc2n1,-6%,-12%,i,4%,2.2,-18%,0%,-0.8%,-2%
Cc1ccccc1Nc1c(-c2ccccc2)nc2ncccn12,5%,3%,i,?,0.5,-30%,-12%,-0.5%,2%
COc1ccc(-c2cc3nc(NCCNC(C)=O)n(C)c(=O)c3s2)c(C)c1,-6%,-10%,i,.,0.0,-18%,.,4.5%,.
O=C(COC(=O)Cc1c(F)cccc1Cl)NC(=O)c1ccccc1,21%,0%,i,-2%,-0.8,-4%,0%,-0.2%,-1%
C/C(=N\NC(=O)CC1N=C(Cc2ccccc2)NNC1=O)c1ccc(C)cc1 (centres undefined),-8%,-9%,i,?,-2.7,-21%,-2%,0.0%,-2%
COCCN1C(=O)c2[nH]nc(-c3c(C)cc(C)cc3O)c2C1c1cccc(O)c1 (centres undefined),-4%,?,.,27%,.,-6%,.,0.3%,0%
CCn1cc(C(=O)O)c(=O)c2cc(F)c(N3CCN(C)CC3)cc21,-3%,.,i,8%,0.0,-3%,3%,-0.5%,-2%

# Bioassay records (PubChem BioAssay)
